GluA2 TARP mod: modulators of AMPA receptor GluA2-stargazin complexes | O88602+P19491 | HEK293 GluA2+stargazin, membrane potential dye (FDSS), glutamate EC50; hits were called plate by plate, in both directions | calls only at 30 µM | 3.5% of 40,000 active;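 active means any of four per-well response measures lying three or more SD from its plate-wide compound average, in either direction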
Target sequence (O88602 whole entry, looked up): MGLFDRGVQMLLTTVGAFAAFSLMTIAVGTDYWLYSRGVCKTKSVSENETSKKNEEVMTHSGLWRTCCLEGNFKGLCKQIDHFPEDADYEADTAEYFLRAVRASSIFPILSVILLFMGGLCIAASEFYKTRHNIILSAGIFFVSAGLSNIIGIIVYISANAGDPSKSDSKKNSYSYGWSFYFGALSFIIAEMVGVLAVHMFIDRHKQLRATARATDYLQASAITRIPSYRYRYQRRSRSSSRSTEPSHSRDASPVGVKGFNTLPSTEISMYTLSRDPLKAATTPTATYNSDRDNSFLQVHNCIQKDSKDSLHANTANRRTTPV
Target sequence (P19491 whole entry, looked up): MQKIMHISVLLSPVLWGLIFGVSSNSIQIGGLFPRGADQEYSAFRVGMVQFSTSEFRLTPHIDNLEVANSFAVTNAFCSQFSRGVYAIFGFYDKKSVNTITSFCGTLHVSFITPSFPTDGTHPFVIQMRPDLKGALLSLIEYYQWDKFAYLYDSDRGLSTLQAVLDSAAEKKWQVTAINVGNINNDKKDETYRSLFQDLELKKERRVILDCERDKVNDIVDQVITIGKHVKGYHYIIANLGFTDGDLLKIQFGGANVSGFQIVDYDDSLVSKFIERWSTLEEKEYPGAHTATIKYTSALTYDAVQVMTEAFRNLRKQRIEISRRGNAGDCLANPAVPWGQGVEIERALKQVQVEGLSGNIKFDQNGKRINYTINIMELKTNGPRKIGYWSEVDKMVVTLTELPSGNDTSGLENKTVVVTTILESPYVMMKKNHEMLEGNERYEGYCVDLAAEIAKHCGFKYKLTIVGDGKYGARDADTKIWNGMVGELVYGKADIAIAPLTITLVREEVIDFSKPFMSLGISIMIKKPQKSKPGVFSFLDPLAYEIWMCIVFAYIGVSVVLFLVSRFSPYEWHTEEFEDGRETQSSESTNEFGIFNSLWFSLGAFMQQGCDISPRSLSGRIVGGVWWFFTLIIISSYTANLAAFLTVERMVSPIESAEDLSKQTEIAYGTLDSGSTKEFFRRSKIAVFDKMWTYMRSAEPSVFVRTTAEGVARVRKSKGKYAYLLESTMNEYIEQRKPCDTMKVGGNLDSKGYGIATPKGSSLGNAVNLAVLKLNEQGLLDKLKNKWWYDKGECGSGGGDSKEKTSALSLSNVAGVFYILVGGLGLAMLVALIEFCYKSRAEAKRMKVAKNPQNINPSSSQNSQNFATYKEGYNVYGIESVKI
GluA2 TARP mod agonism max-min: further read-out of GluA2 TARP mod, marked with its call; compound max-min signal; compound-alone response (agonism);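 unitless range of fluorescence divided by baseline over first 100 seconds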
GluA2 TARP mod glutamate slope: second read-out of GluA2 TARP mod, no call of its own (marks repeat the call); glutamate slope, % of max; measured here: glutamate response slope, % max;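 scaled per plate between vehicle wells and maximal 1 mM glutamate control wells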
Active calls of the source: *; i = inactive; + = active, no number; & = joins results of further samples. This is a subset (hit frequency here may not be typical).

Sample of the layout, 2 compounds:
Values in the order: GluA2 TARP mod	GluA2 TARP mod agonism max-min	GluA2 TARP mod glutamate slope
1) CCOC(=O)c1ccc2nc(NC(=O)Cc3ccc(OCC)cc3)sc2c1
  i	0.0848	63.0
2) Cc1[nH]c(=O)[nH]c(=O)c1CC(=O)Nc1ccc2c(c1)Cc1ccccc1-2
  i	0.12	49.4

The listing, from the start:
Values in the order: GluA2 TARP mod	GluA2 TARP mod agonism max-min	GluA2 TARP mod glutamate slope
1) CCOC(=O)c1ccc2nc(NC(=O)Cc3ccc(OCC)cc3)sc2c1
  i	0.0848	63.0
2) Cc1[nH]c(=O)[nH]c(=O)c1CC(=O)Nc1ccc2c(c1)Cc1ccccc1-2
  i	0.12	49.4
3) Cc1ccc(C(=O)NCC2(O)CCCC2)cc1
  i	0.105	62.2
4) O=C(Nc1nnc2n1CCS2)C1(c2ccc(Cl)cc2)CCCC1
  i	0.0235	17.7
5) CC(=O)c1ccc(NC(=O)Cn2cnc3c(-c4ccc(C)cc4)csc3c2=O)cc1
  i	0.0939	45.5
6) CSc1ccccc1C(=O)Nc1ccc2c(c1)C(=O)N(C)c1cc(C)ccc1O2
  i	0.102	48.3
7) COc1ccc(-c2c(C)oc3c4c(ccc3c2=O)OCN(C2CCS(=O)(=O)C2)C4)cc1 (centres undefined)
  i	0.105	59.8
8) C=CCn1c(SCC(=O)NCc2cccnc2)nc2sc3c(c2c1=O)CCC3
  i	0.0767	41.6
9) CCS(=O)(=O)N1CCC(c2nnc(-c3ccco3)o2)CC1
  i	0.0945	52.3
10) Cc1ccc(NCCNS(=O)(=O)c2cc(F)ccc2F)nn1
  i	0.114	44.8
11) O=C(Nc1sc2c(c1-c1nc3ccccc3s1)CCCC2)c1cccs1
  i	0.0722	34.4
12) COc1ccc(S(=O)(=O)c2cc3cc(OC)ccc3oc2=O)cc1
  i	0.101	55.1
13) CCOC(=O)Cn1c(=O)c2c(nc3n2CCCN3c2ccccc2OC)n(C)c1=O
  i	0.0426	49.7
14) COc1ccc(CC(=O)N(Cc2ccco2)c2nc3c(Cl)cccc3s2)cc1
  i	0.0813	59.3
15) CC(Oc1ccccc1F)C(=O)NCCOc1ccc2nnc(-c3ccccc3)n2n1 (centres undefined)
  i	0.0518	40.6

One compound at a time (already shown).
Record of CC(=O)c1ccc(NC(=O)Cn2cnc3c(-c4ccc(C)cc4)csc3c2=O)cc1 = GluA2 TARP mod = i; GluA2 TARP mod agonism max-min = 0.0939; GluA2 TARP mod glutamate slope = 45.5
Record of O=C(Nc1sc2c(c1-c1nc3ccccc3s1)CCCC2)c1cccs1 = GluA2 TARP mod = i; GluA2 TARP mod agonism max-min = 0.0722; GluA2 TARP mod glutamate slope = 34.4

(list continues)
Values in the order: GluA2 TARP mod	GluA2 TARP mod agonism max-min	GluA2 TARP mod glutamate slope
16) COc1ccc(CCNC(=O)COc2ncccn2)cc1OC
  i	0.0746	70.4
17) COc1ccc2c(=O)c(Oc3ccccc3F)c(C)oc2c1
  i	0.058	56.8
18) COc1ccc(CC(=O)Nc2ccc3c(c2)CCCN3S(=O)(=O)c2ccc(OC)cc2)cc1
  i	0.124	66.5
19) COc1ccc(C(CNC(=O)C2CCCCC2)N2CCOCC2)cc1 (centres undefined)
  +	0.0654*	43.1*
20) CC(C)N(C(=O)CSc1ncnc2c1nnn2C)C(C)C
  i	0.0224	24.2
21) COC(=O)N1CCN(CCNC(=O)NC2CCCCC2)CC1
  i	0.0879	59.9
22) CC(C)Sc1cccc(C(=O)Nc2c(C(N)=O)oc3ccccc23)c1
  i	0.0974	59.3
23) Cc1cc(=O)n(CC(=O)NCCOc2ccccc2)cn1
  i	0.0909	50.9
24) COc1ccccc1-c1nnc2ccc(OCCNC(=O)Cc3ccc(F)cc3)nn12
  i	0.0352	57.8
25) CS(=O)(=O)c1ccc(C(=O)N(CCCn2ccnc2)c2nc3ccccc3s2)cc1
  i	0.1	50.7
26) Cc1ccc(-c2cc(C(=O)N3CCC(C(N)=O)CC3)c3c(C)nn(C4CCS(=O)(=O)C4)c3n2)cc1 (centres undefined)
  i	0.0915	58.3
27) O=C(NCCCN1CCCC1=O)C(=O)NCCC1=CCCCC1
  i	0.144	52.0
28) CCn1cc(C(=O)Nc2cccc(Br)c2)c(=O)c2ccc(C)nc21
  i	0.119	66.6
29) Cc1nnc(NC(=O)CSc2nc(=O)n(CCO)c3c2CCC3)s1
  i	0.0638	44.2
30) Cc1cccc(OCCCN2C(=O)C(=O)c3cc(Br)cc(C)c32)c1
  i	0.086	69.5
31) CCOc1nn(CC)cc1C(=O)N1CCC(C(N)=O)CC1
  i	0.119	52.8
32) Cc1cnc2c(c1SCC(=O)N(C(C)C)C(C)C)c(=O)n(C)c(=O)n2C
  i	0.0384	62.0
33) CSc1ccccc1CN1CCC(CNC(=O)C(=O)Nc2ccccc2Cl)CC1
  +	0.0679*	39.5*
34) Cc1nc2sc3c(c2c2n[nH]c(=S)n12)CCCC3
  i	0.0577	46.5
35) Cc1ccc(S(=O)(=O)NCC(c2cccs2)N(C)C)cc1 (centres undefined)
  i	0.0702	68.6
36) Cc1ccc([N+](=O)[O-])cc1NC(=O)C(=O)NCc1ccc2c(c1)OCO2
  i	0.126	77.3
37) Cc1cc(NCCCN2CCOCC2)n2nc(C)c(-c3ccccc3Cl)c2n1
  i	0.155	46.3
38) CN1C(=O)Cc2cc(NC(=O)Nc3ccc(Cl)c(Cl)c3)ccc21
  i	0.128	62.3
39) O=C(NCC(O)(c1cccs1)C1CC1)c1cc(=O)c2ccccc2o1 (centres undefined)
  i	0.0933	45.8
40) CCCCc1ccc(-n2c(C)cn3c4c(=O)n(CC(N)=O)c(=O)n(C)c4nc23)cc1
  i	0.112	59.8
41) NS(=O)(=O)c1ccc(NS(=O)(=O)c2ccc(NC(=O)C3CCCCC3)cc2)cc1
  i	0.0242	38.9
42) CCOc1ccc(-c2nc(CSc3nc4ccccc4c(=O)n3CC)c(C)o2)cc1OC
  i	0.116	65.1
43) CC(C)C(=O)Nc1nc(-c2ccc3c(c2)CCCC3)cs1
  i	0.0343	53.6
44) O=C(Cc1cc(-c2ccccc2F)on1)NCCCN1CCOCC1
  i	0.0436	24.5
45) O=C(Nc1c2c(nn1-c1ccc(F)cc1)CSC2)C(=O)N1CCCC1
  +	0.0347*	54.2*
46) COC(=O)Cn1c(=O)c2c(nc3n(-c4ccc(C)cc4C)c(C)cn23)n(C)c1=O
  i	0.0577	32.4
47) COc1cccc(C(CNC(=O)C2(c3cccs3)CCCC2)N2CCOCC2)c1 (centres undefined)
  +	0.0621*	55.0*
48) Cc1ccc(S(=O)(=O)Nc2ccncc2)c(C)c1N(C)S(=O)(=O)c1ccc(Cl)cc1
  i	0.0501	45.7
49) Cc1ccc(CNC(=O)c2cnc3c(c(C)nn3-c3ccc(F)cc3)c2Cl)cc1
  i	0.0824	61.5
50) COc1ccc(C(=O)CSc2n[nH]c(-c3ccncc3)n2)cc1C
  i	0.0909	36.8
51) CCOC(=O)c1c(C)cc(=O)[nH]c1SCC(=O)c1ccc(Cl)cc1
  i	0.0479	25.3
52) Cc1cc(C(=O)NCC(c2ccc(F)cc2)N2CCN(C)CC2)no1 (centres undefined)
  i	0.0655	38.0
53) COC(=O)c1sccc1S(=O)(=O)Nc1ccc(CC(=O)N2CCC(O)CC2)cc1
  i	0.0684	45.2
54) C=CCc1cccc2cc(C(=O)N3CCN(CCOc4ccc(C)cc4)CC3)c(=O)oc12
  i	0.0601&0.0339	54.5&96.5
55) CCCCC(=O)NCCCS(=O)(=O)N1CCN(c2ccc(F)cc2)CC1
  i	0.0917	66.6
56) COCCNC(=O)Cn1nc2c(c1NC(=O)c1cc3ccccc3o1)CSC2
  i	0.0948	61.2
57) Cc1ccc(NS(=O)(=O)c2ccc3c(c2)CCCC3)cc1N1CCCC1=O
  i	0.059	56.4
58) COc1cc([N+](=O)[O-])ccc1NC(=O)c1ccc(=O)n(Cc2ccc(Cl)cc2)c1
  i	0.157	47.8
59) COc1ccc(OC)c(S(=O)(=O)NCCNc2ccc(Nc3ccccn3)nn2)c1
  i	0.193	59.6
60) CCc1ccc(S(=O)(=O)c2cnc(SCC(=O)NCc3ccccc3)[nH]c2=O)cc1
  i	0.116	60.4
61) Cc1nnc2ccc(OCCNS(=O)(=O)c3ccc(Cl)s3)nn12
  i	0.119	45.7
62) CCCNC(=O)CN1CCN(c2nccn2-c2cccc(Cl)c2)CC1
  i	0.0262	25.0
63) O=C(Nc1nnc(-c2cccs2)o1)c1cccc(F)c1
  i	0.093	51.2
64) Cc1nc2c(ccc3nc(NC(=O)c4cccc(S(=O)(=O)C(C)C)c4)sc32)s1
  i	0.0465	48.5
65) Cc1cc(-c2nnc(NC(=O)C3=COCCO3)o2)nn1C
  i	0.0907	37.9
66) Cc1ccc(-n2ncc3c(=O)n(NC(=O)CC(c4ccccc4)c4ccccc4)cnc32)cc1
  i	0.0884	70.6
67) CCOc1ccc(C(=O)Nc2ccc3c(c2)CCC(=O)N3CC(C)C)cc1
  i	0.0753	45.4
68) COc1ccc2c(-c3oc4ccccc4c3C)cc(=O)oc2c1
  i	0.0783	61.7
69) Cn1cc(C(=O)N2CCOCC2)cc(NC(=O)CCCc2ccccc2)c1=O
  i	0.0498	64.1
70) C#CCn1c(=NC(=O)c2ccn(C)n2)sc2cc(S(N)(=O)=O)ccc21
  i	0.109	68.8
71) O=C1CN(CCc2ccccc2F)C2CS(=O)(=O)CC2N1c1cccc(Cl)c1 (centres undefined)
  i	0.07	58.9
72) COCCOC(=O)CC1NCCNC1=O (centres undefined)
  i	0.0309	43.2
73) NC(=O)C1CCN(C(=O)Cc2csc(NC(=O)c3ccc(=O)[nH]c3)n2)CC1
  i	0.0514	26.4
74) COc1ccc(CNC(=O)c2ccc3c(=O)n4c(nc3c2)SCC4)cc1OC
  i	0.126	51.7
75) CCOc1cc(-c2ccc(OC)cc2)cc(=O)c2c(C)oc(C)c12
  i	0.0746	42.2

Another view of some results above.
72) COCCOC(=O)CC1NCCNC1=O (centres undefined)
  GluA2 TARP mod: i | GluA2 TARP mod agonism max-min: 0.0309 | GluA2 TARP mod glutamate slope: 43.2
73) NC(=O)C1CCN(C(=O)Cc2csc(NC(=O)c3ccc(=O)[nH]c3)n2)CC1
  GluA2 TARP mod: i | GluA2 TARP mod agonism max-min: 0.0514 | GluA2 TARP mod glutamate slope: 26.4
74) COc1ccc(CNC(=O)c2ccc3c(=O)n4c(nc3c2)SCC4)cc1OC
  GluA2 TARP mod: i | GluA2 TARP mod agonism max-min: 0.126 | GluA2 TARP mod glutamate slope: 51.7

Remaining list, next part.
Values in the order: GluA2 TARP mod	GluA2 TARP mod agonism max-min	GluA2 TARP mod glutamate slope
76) CCc1ccccc1NC(=O)NCCOc1ccc2nnc(-c3cccc(F)c3)n2n1
  +	0.131*	52.3*
77) CCCN1C(=O)CC(N2CCN(Cc3ccccc3)CC2)C1=O (centres undefined)
  i	0.0954	48.3
78) COc1cn(-c2ccc(F)cc2)nc1C(=O)NCCc1ccc(S(N)(=O)=O)cc1
  i	0.133	62.7
79) CN(C)CCNC(=O)C(=O)Nc1ccc2c(c1)OCO2
  i	0.041	48.9
80) CC(C)(C)c1cc(N2CCN(CCO)CC2)n2ncc(-c3ccccc3)c2n1
  i	0.0995	51.9
81) CC(C)Cc1cnc2c(c1SCC(=O)NCCc1ccccc1)c(=O)n(C)c(=O)n2C
  i	0.0386	38.7
82) COc1ccc(S(=O)(=O)Nc2nc(CC(=O)Nc3ccccc3C(N)=O)cs2)cc1
  i	0.0599	36.1
83) COc1ccc(OC)c(-c2cc(C(=O)NCCN3CCC(c4cccs4)CC3)n(C)n2)c1
  i	0.105	60.7
84) Cc1cccc(-n2nc3c(c2NC(=O)C(=O)NCc2ccc4c(c2)OCO4)CS(=O)(=O)C3)c1
  i	0.0839	93.4
85) CC1CN(C(=O)Cc2cc(-c3ccc4c(c3)OCO4)on2)CC(C)O1 (centres undefined)
  i	0.0647	57.4
86) Cn1c(=O)[nH]c(=O)c2c1nc(Nc1ccc(Oc3ccccc3)cc1)n2CC(=O)O
  i	0.0486	33.1
87) COc1ccc(-c2ccc(=O)n(CCCNC(=O)c3ccc(C)cc3)n2)cc1
  i	0.0731	65.8
88) CCOC(=O)N1CCN(C(=O)CCCCCn2c(=S)[nH]c3ccccc3c2=O)CC1
  i	0.0622	81.2
89) CCNc1nn(CC(=O)NCc2ccccc2)c(N)c1-c1nc(-c2ccccc2C)no1
  i	0.11	55.7

A few values from the results shown.
GluA2 TARP mod glutamate slope result of cpd 68 reads 61.7
GluA2 TARP mod agonism max-min result of cpd 71 reads 0.07
